# Source: PubChem BioAssay (Sanford-Burnham Center for Chemical Genomics)
# hIAP activ: human IAP activators, primary screen, biochemical, luminescence, uHTS. Intestinal-type alkaline phosphatase (Homo sapiens), P09923. purified human IAP, CDP-Star luminescence, 30 min; stronger effect = higher value; 1 = vehicle-only enzyme, 0 = enzyme-free background. activation factor at 10 µM. 0.16% of 330,000 active;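 active = activation factor of the enzyme at least 2-fold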; also: the source names both 10 and 20 µM as test concentration; values of inactives mirror those of a sister screen read the other way
# HKDC1 inh: HKDC1 hexokinase inhibitors, primary screen, biochemical, fluorescence, uHTS; inhibition, % at 20 µM; AID 493160, 2011; recombinant HKDC1, G6PDH/diaphorase resazurin coupled fluorescence; Q2TB90; 0.16% of 340,000 active;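 active = inhibition above about 35% when tested at 20 µM, limit read from the data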;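 also: plate controls were DMSO wells with enzyme for no effect and DMSO wells lacking enzyme for full effect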
# Target sequence (Q2TB90 whole entry, looked up): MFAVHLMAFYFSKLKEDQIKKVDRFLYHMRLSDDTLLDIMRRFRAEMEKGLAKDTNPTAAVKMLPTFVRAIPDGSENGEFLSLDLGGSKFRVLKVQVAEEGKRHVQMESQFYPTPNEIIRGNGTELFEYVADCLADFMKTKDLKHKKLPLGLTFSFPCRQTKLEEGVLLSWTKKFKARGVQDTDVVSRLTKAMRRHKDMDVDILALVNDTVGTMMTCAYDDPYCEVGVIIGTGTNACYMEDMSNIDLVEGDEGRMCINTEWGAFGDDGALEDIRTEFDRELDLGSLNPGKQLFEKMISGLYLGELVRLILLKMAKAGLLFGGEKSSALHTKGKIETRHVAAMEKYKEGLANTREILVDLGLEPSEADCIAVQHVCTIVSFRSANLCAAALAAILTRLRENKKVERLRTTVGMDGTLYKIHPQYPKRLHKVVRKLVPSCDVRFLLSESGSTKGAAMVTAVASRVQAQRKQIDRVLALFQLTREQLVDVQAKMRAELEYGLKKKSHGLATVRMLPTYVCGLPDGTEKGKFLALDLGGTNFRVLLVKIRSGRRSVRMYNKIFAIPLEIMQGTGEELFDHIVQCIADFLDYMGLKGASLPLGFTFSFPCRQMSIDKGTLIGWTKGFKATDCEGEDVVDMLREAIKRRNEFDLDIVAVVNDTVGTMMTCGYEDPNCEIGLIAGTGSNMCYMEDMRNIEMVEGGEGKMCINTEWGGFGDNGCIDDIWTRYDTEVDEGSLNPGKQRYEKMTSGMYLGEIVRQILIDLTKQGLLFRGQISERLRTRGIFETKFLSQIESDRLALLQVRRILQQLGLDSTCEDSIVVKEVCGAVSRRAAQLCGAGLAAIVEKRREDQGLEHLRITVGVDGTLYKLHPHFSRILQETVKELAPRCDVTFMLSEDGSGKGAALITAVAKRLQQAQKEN
#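 Assay system: in-house recombinant HK5 (HKDC1) enzyme. Input: HKDC1 at 5 µg/mL. Medium: Tris pH 8.0 buffer with MgCl2, Tween-20, BSA, BME. Dosing: single 20 µM dose. Schedule: 90 min reaction incubation at room temperature, dark. Signal: resazurin-to-resorufin fluorescence via G6PDH and diaphorase coupling, 525/613 nm. Controls: DMSO-enzyme wells negative, buffer-substituted wells positive.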
# mIAP activ: activators of mouse IAP, primary screen, biochemical, luminescence, uHTS | intestinal alkaline phosphatase [Mus musculus] | muIAP, CDP-Star luminescence, 30 min; stronger effect = higher value; 1 = vehicle-only enzyme signal, 0 = enzyme-free wells | activation factor at 10 µM | 0.24% of 330,000 active | AID 2805, 2010;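 active = activation factor of at least 2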; also: the source names both 10 and 20 µM as test concentration; values of inactives mirror those of a sister screen read the other way
#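 System: Mouse IAP enzyme | Also added: CDP-Star substrate | Dosing: Compounds dispensed in DMSO | Schedule: 30 min enzyme-substrate-compound incubation at room temperature | Technique: Chemiluminescence readout | Control set: DMSO-only wells and no-enzyme negative control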
# PfG6PD inh: PfG6PD enzyme inhibitors, primary screen, biochemical, fluorescence intensity, uHTS. 0.78% of 350,000 active. inhibition, % at 20 µM. PfGluPho enzyme, NADPH resazurin-diaphorase fluorescence;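 active = inhibition reaching at least a set limit at 20 µM in the primary screen, cut at about 59% in these data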;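 also: 0% = DMSO wells with substrate and 100% = DMSO wells lacking glucose-6-phosphate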
# mIAP block: inhibitors of mouse IAP, primary screen, biochemical, luminescence, uHTS | intestinal alkaline phosphatase [Mus musculus] | purified mouse IAP, CDP-Star luminescence, 30 min | inhibition, % at 10 µM | 0.2% of 330,000 active;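 active = inhibition of at least 40% at 10 µM in the primary screen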;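 also: plate controls were DMSO with enzyme for no effect and no enzyme wells for full effect; values of inactives mirror those of a sister screen read the other way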
# ATG4B inh: ATG4B protease inhibitors, primary screen, biochemical, fluorescence, uHTS | AID 504462, 2011 | ATG4B cleavage of LC3-PLA2, NBD-HPC fluorescence, 1 h | inhibition, % at 8.33 µM | 0.51% of 340,000 active | Cysteine protease ATG4B (Homo sapiens), Q9Y4P1; in the data active = inhibition above about 40%
# hIAP block: human IAP inhibitors, primary screen, biochemical, luminescence, uHTS; Intestinal-type alkaline phosphatase (Homo sapiens), P09923; purified IAP, CDP-Star luminescence, 30 min; inhibition, % at 10 µM; 0.12% of 330,000 active;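 active = inhibition reaching a set limit with compound at 10 µM in the primary screen, cut at about 35% in these data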;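 also: plate controls were DMSO wells with enzyme for no effect and no-enzyme buffer wells for full effect; values of inactives mirror those of a sister screen read the other way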
# A3A deaminase: APOBEC3A ssDNA deaminase inhibitors, primary screen, selectivity assay for APOBEC3G inhibitor project, biochemical, FAM/TAMRA oligo cleavage fluorescence | 0.41% of 330,000 active | AID 493011, 2011 | recombinant A3A, FAM/TAMRA ssDNA deamination fluorescence | DNA dC->dU-editing enzyme APOBEC-3A (Homo sapiens), P31941 | inhibition, % at 20 µM;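 active = at least 40% inhibition at 20 µM here, with at most 30% in a related deaminase screen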;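 also: plate controls were A3A with DMSO for no effect and wells lacking A3A enzyme for full effect; some results filed as inactive read as strong as hits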
# Target sequence (P31941 whole entry, looked up): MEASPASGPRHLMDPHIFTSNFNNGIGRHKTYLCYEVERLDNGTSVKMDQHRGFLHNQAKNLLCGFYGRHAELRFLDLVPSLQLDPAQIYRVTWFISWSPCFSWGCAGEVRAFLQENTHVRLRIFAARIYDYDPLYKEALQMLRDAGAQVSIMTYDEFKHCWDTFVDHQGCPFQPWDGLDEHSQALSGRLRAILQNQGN
# * = called active by the depositor. Rows were taken by chance; overall some 2.4% were active at least once.
SMILES,hIAP activ,HKDC1 inh,mIAP activ,PfG6PD inh,mIAP block,ATG4B inh,hIAP block,A3A deaminase
CCOc1cc(C(=O)NCc2ccc(-c3nc4ccccc4o3)cc2)cc(OCC)c1OCC,1.1,8,1.1,-16,-11,-5,-7,-3
Cc1nn2c(c1-c1ccccc1)N=C(c1ccco1)CC2c1ccccc1 (configuration not stated),0.94,8,0.94,5,6,-4,6,0
COc1cc(S(=O)(=O)Nc2cccc3cn[nH]c23)c(OC)cc1C,1.1,7,0.98,23,2,0,-7,-5
COCCN1C(=O)C(=O)/C(=C(/O)c2ccc(S(=O)(=O)N3CCOCC3)cc2)C1c1cccc([N+](=O)[O-])c1 (configuration not stated),0.94,-6,0.97,-8,3,-8,6,-5
Cc1cc(OCC(=O)N(C)c2c(N)n(Cc3ccccc3)c(=O)[nH]c2=O)c(C(C)C)cc1Cl,1,-10,0.93,1,8,4,-1,8
O=C(CSc1cn(Cc2cccc(F)c2)c2ccccc12)NCc1ccc(F)cc1,0.8,-4,0.97,5,3,-10,20,-4
CCOC(=O)c1c(NC(=O)c2cc3n(n2)C(C(F)(F)F)CC(c2ccccc2)N3)sc(C)c1C (configuration not stated),0.76,-1,1,-6,-3,-2,24,-2
COc1ccccc1C(=O)N/C(=C/c1ccco1)C(=O)Nc1ccc(C(=O)O)cc1,1,0,1,7,-2,10,-1,16
CNC(=O)[C@H](C)[C@@H]1C[C@@]1(C)[C@@H](NC(=O)OCc1ccccc1)c1ccccc1,0.99,-1,1.1,4,-11,11,1,2
Cc1ccc(N2CC(C(=O)Nc3cccnc3)CC2=O)cc1Cl (configuration not stated),1.1,-4,1.1,6,-8,-6,-6,-4
CC(=O)c1cccc(NC(=O)/C(=C\c2cccnc2)NC(=O)c2ccc(C)cc2)c1,1.1,-6,0.99,-3,1,-2,-9,-1
CNC(=O)N(O)C1N(/N=C/c2c(F)cccc2Cl)C(=S)SC1(C)C (configuration not stated),0.87,-1,1.1,-12,-9,7,13,2
COc1ccc(C(=O)Oc2cc(C)[nH]c(=O)c2[N+](=O)[O-])cc1,0.86,-8,1.1,4,-6,-2,14,-3
Cc1ccc(-c2c(C(=O)N/N=C/c3ccc(OC(C)C)cc3)nnn2-c2nonc2N)cc1,1.1,2,0.98,-1,2,-1,-10,-1
COc1ccc(-c2cc(=O)oc3c(C)c(O)ccc23)cc1,1.2,1,0.94,-23,6,-7,-16,0

# 3 entries picked at random from those above:
SMILES,hIAP activ,HKDC1 inh,mIAP activ,PfG6PD inh,mIAP block,ATG4B inh,hIAP block,A3A deaminase
COCCN1C(=O)C(=O)/C(=C(/O)c2ccc(S(=O)(=O)N3CCOCC3)cc2)C1c1cccc([N+](=O)[O-])c1 (configuration not stated),0.94,-6,0.97,-8,3,-8,6,-5
Cc1ccc(N2CC(C(=O)Nc3cccnc3)CC2=O)cc1Cl (configuration not stated),1.1,-4,1.1,6,-8,-6,-6,-4
CCOc1cc(C(=O)NCc2ccc(-c3nc4ccccc4o3)cc2)cc(OCC)c1OCC,1.1,8,1.1,-16,-11,-5,-7,-3

# (next part)
SMILES,hIAP activ,HKDC1 inh,mIAP activ,PfG6PD inh,mIAP block,ATG4B inh,hIAP block,A3A deaminase
Cc1noc(C)c1C(=O)Nc1sc(C)c(C)c1C#N,1.3,-4,0.98,-7,2,4,-25,-7
Cc1ccc(Cl)cc1NC(=O)CC(O)(C(F)(F)F)C(F)(F)F,0.85,0,0.99,2,1,-7,15,-3
CCc1cc(C(=O)Nc2ccccc2N2CCOCC2)sc1C,0.93,-3,0.97,9,3,-2,7,1
CC(=O)Nc1ccc(S(=O)(=O)Nc2ccccc2N2CCOCC2)cc1Cl,0.98,-2,1,-10,-1,7,2,-3
O=C(CCNC(=O)c1ccc(Cl)cc1)NCC(c1ccco1)N1CCCCC1 (configuration not stated),1.1,-5,1,4,-3,-3,-8,1
Cc1cc(C)c(C)c(S(=O)(=O)NCc2ccc(C(=O)N3CCCCC3)cc2)c1C,0.97,7,0.92,-21,8,-13,2,0
N#Cc1ccsc1NC(=O)CN1CCN(c2ccccc2)CC1,1,-4,0.98,15,2,-1,-1,-3
COc1ccc(Cn2c(=S)[nH]c3cc(C(=O)NCc4cccnc4)ccc3c2=O)cc1,1.1,-1,1,-10,0,-8,-10,-6
CCSc1nc(O)c(C2OC(=O)c3c2ccc(OC)c3OC)c(=O)n1-c1ccccc1 (configuration not stated),0.91,-1,1,-17,0,8,9,-2
O=[N+]([O-])c1ccc(Sc2cccc3cccnc23)c2cccnc12,0.95,7,0.93,94*,7,-9,5,1
CC1CCN(C(=O)COC(=O)COc2ccccc2C#N)CC1,1,-4,1,-7,-1,1,0,0
COc1ccc(N2CC(C(=O)OCC(=O)Nc3cc(C)on3)CC2=O)cc1 (configuration not stated),0.96,-11,0.93,7,7,-3,4,-1
C=CCn1cc(/C=N/NC(=O)COc2cccc3cccnc23)c2ccccc21,0.88,2,0.95,10,4,-11,12,-1
CCOc1ccc(Cn2nnc(C(=O)NCCc3ccc(Cl)cc3)c2N)cc1,1,-7,0.85,0,15,1,-3,-5
O=C1CSCN1c1cc(Cl)ccc1Cl,1,7,0.91,-6,10,3,-3,0
O=C(Nc1ccn(Cc2ccccc2)n1)c1ccc(F)cc1,0.69,-2,0.93,-11,7,1,30,-3
CCCCNC(=O)CSc1nc2ccccc2c(=O)n1CCNC(C)=O,0.89,-4,0.89,19,11,-9,11,-3
COC(=O)[C@]1(C)N[C@H](c2ccc(-c3cccc(Cl)c3)cc2)[C@@H]2C(=O)N(C)C(=O)[C@@H]21,0.71,3,0.92,8,8,-9,29,-3
O=C(O)CCc1ccc(-c2ccc(Br)cc2)n1-c1ccc(O)cc1,0.94,9,0.92,-22,8,9,6,4
Cc1[nH]c2ccc(C(C)C)cc2c1CC(=O)O,1.1,1,0.91,3,9,-7,-10,-2
CC(C)Oc1cccc(C(=O)C2CCCN(C(=O)c3ccnn3C)C2)c1 (configuration not stated),0.92,-7,0.97,-4,3,-2,8,-3
Cc1cc(C(=O)COC(=O)Cc2n[nH]c(=O)c3ccccc23)c(C)n1-c1cccc(C(F)(F)F)c1,0.79,-2,0.93,29,7,-28,21,1
CC#CCCCC(=O)Nc1ccccc1C(=O)O,1.1,1,0.92,15,8,-11,-6,-5
CCOC(=O)c1cc(-c2ccccc2)n(CCC(=O)N2CCN(c3ccccn3)CC2)c1C,1.1,-9,1.1,-4,-15,1,-5,-3
Cn1c(CN2CCOCC2)nc2cc(NC(=O)COc3ccccc3)ccc21,1.3,-1,1.1,9,-11,-12,-28,1
COC(=O)c1ccccc1NC(=O)c1cccs1,1.1,2,1,-18,-1,-3,-10,1
CC(C)(C)OC(=O)N1CCN(C(=O)c2nc[nH]c2C(=O)N2CCN(C(=O)OC(C)(C)C)CC2)CC1,1.1,-2,1.1,5,-5,-13,-9,0
CCc1ccccc1NC(=O)C1CCCN(S(=O)(=O)c2ccc3c(c2)CC(C)N3C(C)=O)C1 (configuration not stated),0.92,-10,1.2,-3,-18,10,8,-2
CCOC(=O)Cn1nnnc1CN(Cc1ccccc1)Cc1cc2cc(CC)ccc2[nH]c1=O,1.1,18,0.97,-8,3,4,-5,1
CCCN1C(=O)C2(C(C(=O)c3ccc(C)o3)=C(O)C(=O)N2CCCN2CCOCC2)c2ccccc21 (configuration not stated),1.3,3,0.99,2,0,-8,-25,-6
C[N+]1(C2CCC3CCC2C3O)CCCC1 (configuration not stated),1.1,-7,1,-3,-3,-1,-6,41*
O=C1CCC2c3ccc4ccccc4c3CCN12 (configuration not stated),1.1,6,0.98,16,2,1,-12,1
CC(C)(O)CNC(=O)C(Cc1ccccc1)N1C(=O)c2ccccc2C1=O (configuration not stated),1.1,3,1.1,7,-11,0,-9,-2
CCOC(=O)c1ccccc1NC(=O)c1cn(-c2ccc(C)c(C)c2)c(=O)c2ccccc12,0.98,-4,1.1,8,-5,1,2,-2
O=C(NCCNC(=O)c1ccccc1)c1ccccc1,1,-5,0.93,6,7,-5,0,3
O=C(Nc1cccc(S(=O)(=O)NCc2ccco2)c1)c1cc(-c2ccc(F)cc2)nc2ccccc12,0.91,12,0.95,0,5,-13,9,-2
O=C(CN(C(=O)c1ccccc1Cl)N1C(=O)C2C3C=CC(C3)C2C1=O)c1cccs1 (configuration not stated),1,-2,0.99,-3,1,-4,0,-5
C#CCOCCOCCOCCNc1nc(N2CCN(C(=O)[C@H](CCC(=O)O)n3cc([C@@H](N)[C@H](C)CC)nn3)CC2)nc(N2CCN(C(=O)[C@H](CCCCN)n3cc([C@@H](N)CC(N)=O)nn3)CC2)n1,0.87,-4,0.95,3,5,2,13,-4
O=C(CC1(O)C(=O)N(Cc2ccccc2)c2ccccc21)c1ccc2c(c1)OCO2 (configuration not stated),1,2,0.9,0,10,-13,-4,1
CN(Cc1ccccc1)C(=O)CCc1ccccc1,1.1,-2,1.1,12,-6,-5,-11,-5
Cc1ccc(C)c(NC(=S)NNC(=O)c2sccc2C)c1,1.2,-10,0.95,-12,5,10,-25,6
Cc1ccc(-n2nc(-c3ccc(OC(F)(F)F)cc3)cc2N)cc1C,0.97,2,1,27,-2,17,2,-3
COc1cc2ccccc2cc1C(=O)N1CCCC1,1.2,4,1,4,-5,-7,-18,2
CCSc1ccc(-c2ccco2)nn1,1,-6,1,1,0,3,-4,8
Cc1c(Br)c([N+](=O)[O-])nn1CC(=O)Nc1ccc(C(N)=O)cc1,0.94,-4,0.87,-1,13,-10,6,0

# An excerpt from above with just mIAP activ.
SMILES | mIAP activ
O=C(CSc1cn(Cc2cccc(F)c2)c2ccccc12)NCc1ccc(F)cc1 | 0.97
COc1ccc(N2CC(C(=O)OCC(=O)Nc3cc(C)on3)CC2=O)cc1 (configuration not stated) | 0.93

# The list goes on:
SMILES,hIAP activ,HKDC1 inh,mIAP activ,PfG6PD inh,mIAP block,ATG4B inh,hIAP block,A3A deaminase
Cc1nc(SCC(=O)NC(C)c2ccccc2)c2oc3ccccc3c2n1 (configuration not stated),1.1,-4,0.79,-5,22,3,-13,-1
O=C(NC1CCCc2ccccc21)C1CCC(CNS(=O)(=O)c2cccc3nsnc23)CC1 (configuration not stated),1.1,-7,1,-8,-4,-4,-6,2
Cc1ccc(OCc2nnc(NC(=O)c3ccco3)s2)c(C)c1,0.93,-5,0.9,-9,10,2,7,10
Cc1ccc(OC(C)C(=O)O)cc1C (configuration not stated),1,2,0.96,1,4,-3,-1,-2
CCCCSc1nc(SCC(=O)NCc2ccco2)c2c3c(sc2n1)COC(C)(CC)C3 (configuration not stated),1.2,4,0.96,16,4,17,-22,4
CCn1nc(NC(=O)Cc2ccc(OC)cc2)c2cc3cc(C)ccc3nc21,0.89,-1,1.2,4,-21,-2,11,-2
CC(=O)COC(=O)CNC(=O)c1ccc(Br)cc1,1.1,-3,1,-24,-4,-2,-11,-1
CCOC(=O)C1CCN(C(=S)Nc2cccc(C)c2C)CC1,0.9,-11,0.98,-4,2,-7,10,-3
Cc1cc(C)nc(Nc2ccccc2Cl)n1,0.93,6,0.94,-1,6,6,7,-2
